Source: PubChem (National Center for Advancing Translational Sciences (NCATS))
15-hLO inh: qHTS Assay for Inhibitors of 15-hLO (15-human lipoxygenase); hit rate 1.4% among 74,000; Potency, µM (doses to about 57.1 µM), inactives show at the top dose activity change, negative = inhibition, hits mostly inhibitors; Polyunsaturated fatty acid lipoxygenase ALOX15 (Homo sapiens), P16050; purified 15hLO-1, xylenol orange hydroperoxide absorbance; also: potency is read from the fitted curve at half-maximal effect; % is scaled to controls: 0 for no effect and ±100 for the full control effect; nearly all actives have a fitted effect of over 55% in size
Target sequence (P16050 whole entry, looked up): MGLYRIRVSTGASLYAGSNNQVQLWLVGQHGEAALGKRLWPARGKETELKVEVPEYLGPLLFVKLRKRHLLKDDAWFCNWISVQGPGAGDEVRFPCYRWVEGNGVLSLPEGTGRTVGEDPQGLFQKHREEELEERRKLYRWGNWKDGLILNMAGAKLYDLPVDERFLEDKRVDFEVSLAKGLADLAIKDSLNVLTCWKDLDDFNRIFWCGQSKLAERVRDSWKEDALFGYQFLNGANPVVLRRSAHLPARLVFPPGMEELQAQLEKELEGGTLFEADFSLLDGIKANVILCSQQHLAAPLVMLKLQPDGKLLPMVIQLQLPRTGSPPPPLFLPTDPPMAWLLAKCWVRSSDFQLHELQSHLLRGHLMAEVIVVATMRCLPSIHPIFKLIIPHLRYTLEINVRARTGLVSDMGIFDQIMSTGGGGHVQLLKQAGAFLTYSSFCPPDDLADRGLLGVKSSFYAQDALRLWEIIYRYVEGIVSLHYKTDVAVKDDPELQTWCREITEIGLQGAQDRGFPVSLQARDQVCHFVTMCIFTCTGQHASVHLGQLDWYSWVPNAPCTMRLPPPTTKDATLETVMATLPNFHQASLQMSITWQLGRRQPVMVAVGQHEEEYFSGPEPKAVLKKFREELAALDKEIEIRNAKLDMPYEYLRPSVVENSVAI
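40 nM 15hLO-1 + cpd, 15 min RT; start w/ 50 uM AA (final), 6 min RT; stop/detect w/ 200 uM XO + 300 uM Fe(II) in 50 mM H2SO4, 30 min; A573/A405. Buffer 25 mM Hepes pH 7.5, 0.01% Triton X-100. No-enzyme wells as negative control.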
BRCT inh red: qHTS Assay for Inhibitors of BRCT-Phosphoprotein Interaction (Red Fluorophore). Potency, µM (titrated, usually from 76.9 µM), for the others: at the highest dose activity change, negative = inhibition, most hits filed as inhibitors. hit rate 0.03% among 75,000. AID 892, 2007. BRCT-phosphopeptide binding, red fluorescence polarization. Breast cancer type 1 susceptibility protein (Homo sapiens), P38398; also: % is scaled to controls: 0 for no effect and ±100 for the full control effect
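Rhodamine-labelled pBACH1 10-mer (100 nM) bound to BRCT domain (100 nM) at pH 7.3; compounds incubated 12 min room temperature, polarization read. Free peptide defines full inhibition; unlabelled decapeptide titrated as control.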
DNA Pol III inh: qHTS Assay for Inhibitors of DNA Polymerase III Holoenzyme System; reconstituted DNA polymerase III holoenzyme replication, biochemical; Potency, µM (doses to about 57.1 µM), inactives show at the highest dose activity change, negative = inhibition; hit rate 0.25% among 71,000; AID 603, 2007; also: potency is read from the fitted curve at half-maximal effect; % is scaled to controls: 0 for no effect and ±100 for the full control effect
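Reconstituted *E. coli* holoenzyme (0.35 nM Pol III, 1 nM beta, 154 nM SSB, 2 nM primase) was preincubated with compound for 15 min at RT. Synthesis on 1.4 nM ssM13Gori ran 35 min, then was stopped with PicoGreen/EDTA and read as dsDNA fluorescence.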
Casp7 inh: qHTS Assay for Allosteric/Competitive Inhibitors of Caspase-7; recombinant caspase-7, Ac-DEVD-AFC fluorescence rate; Potency, µM (top dose mostly 57.5 µM), for inactives: at the highest dose activity change, negative = inhibition, usual class: inhibitors; hit rate 0.02% among 75,000; AID 889, 2007; active = well fitted inhibition curve with a large enough effect in the main read-out, with a control signal flat, not every such curve was filed as active; inconclusive = small, poorly fitted or top-dose-only effect, or a change in a side signal; also: potency is read from the fitted curve at half-maximal effect; % of control where 0% means no effect
Casp1 inh: qHTS Assay for Allosteric/Competitive Inhibitors of Caspase-1; P29466; Caspase-1 enzyme, Ac-WEHD-AFC fluorogenic rate; Potency, µM (titrated, usually from 57.5 µM), for inactives: top-dose activity change, negative = inhibition, usual class: inhibitors; hit rate 0.03% among 75,000; AID 900, 2007;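 also: potency is read from the fitted curve at half-maximal effect; plate controls were vehicle for no effect and no substrate for full effect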
HEK293 cAMP ctrl: qHTS Assay for Agonists of the Thyroid Stimulating Hormone Receptor: Activators of Intracellular cAMP Concentrations in Parental HEK 293; hit rate 2.5% among 73,000; AID 938, 2007; parental HEK293 CNG cAMP sensor, membrane potential fluorescence; Potency, µM (top dose mostly 57.1 µM), without a hit: top-dose activation, hits mostly activators; also: potency is read from the fitted curve at half-maximal effect; % of control where 0% means no effect; nearly all actives have a fitted effect of over 55% in size
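Counterscreen for endogenous-receptor signalling: CNG-channel HEK 293 cells report cAMP rise by membrane depolarization. After 60 min dye equilibration with 100 uM RO 20-1724, compounds incubated 30 min before bottom-read fluorescence at 590 nm.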
USP2a inh: qHTS Assay for Inhibitors of Ubiquitin-specific Protease USP2a; Ubiquitin carboxyl-terminal hydrolase 2 (Homo sapiens), O75604; USP2a enzymatic assay, qHTS inhibition; Potency, µM (titrated, usually from 38.3 µM), inactives show at the highest dose activity change, negative = inhibition, actives largely listed as inhibitors; hit rate 0.1% among 60,000;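 also: potency is read from the fitted curve at half-maximal effect; nearly all actives have a fitted effect of over 60% in size; plate controls were DMSO for no effect and NEM full inhibition control for full effect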
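USP2 core (20nM final) preincubated 30 min RT with compound, then Ub-PLA2 20nM and NBD C6-HPC 20uM final added; buffer 20mM Tris-HCl pH 8.0, 2mM CaCl2. Fluorescence Ex 460/Em 535 read at 0 and 2.5 h; normalized to NEM.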
Rhodamine autofl: qHTS Assay for Spectroscopic Profiling in Rhodamine Spectral Region. hit rate 0.05% among 59,000. AID 594, 2007. max dye-equivalent concentration, M. Rhodamine-region fluorescence, 547/598 nm, Tris buffer; active compounds read high; in the data active = max dye-equivalent concentration above about 11 nM; inconclusive = between about 1.1 nM and that limit
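A six-point rhodamine series on each plate calibrates the signal. Compounds sit in 100 mM Tris (pH 8.0) for 15 min at ambient temperature before imaging through 547 nm/598 nm filters.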
Tau fil binding: qHTS Assay for Tau Filament Binding | recombinant tau filaments, thioflavin S fluorescence, 15 h; filaments grown with octadecylsulfate alongside compound | hit rate 2% among 71,000 | Potency, µM (titrated, usually from 57.1 µM), without a hit: at the highest dose activity change, negative = inhibition;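 also: potency is read from the fitted curve at half-maximal effect; % is scaled to controls: 0 for no effect and ±100 for the full control effect; actives lower thioflavin S fluorescence by blocking filaments or displacing dye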
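Thioflavine S fluorescence (ex 450, em 510 nm) reports filaments formed from 1 uM human tau plus 30 uM ODS over 15 h at 37 C (10 mM HEPES pH 7.4, 100 mM NaCl, 5 mM DTT); compounds displacing dye or blocking filaments lower signal.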
HADH2 inhib: qHTS Assay for Inhibitors of HADH2 (Hydroxyacyl-Coenzyme A Dehydrogenase, Type II); 3-hydroxyacyl-CoA dehydrogenase type-2 (Homo sapiens), Q99714; recombinant HADH2, NADH fluorescence, beta-hydroxybutyryl-CoA; Potency, µM (titrated, usually from 57.1 µM), inactives show at the highest dose activity change, negative = inhibition, usual class: inhibitors; hit rate 3.4% among 73,000; AID 886, 2007; also: potency is read from the fitted curve at half-maximal effect; % is scaled to controls: 0 for no effect and ±100 for the full control effect; nearly all actives have a fitted effect of over 60% in size; many of its hits are not listed in these tables
Target sequence (Q99714 whole entry, looked up, one chain of several): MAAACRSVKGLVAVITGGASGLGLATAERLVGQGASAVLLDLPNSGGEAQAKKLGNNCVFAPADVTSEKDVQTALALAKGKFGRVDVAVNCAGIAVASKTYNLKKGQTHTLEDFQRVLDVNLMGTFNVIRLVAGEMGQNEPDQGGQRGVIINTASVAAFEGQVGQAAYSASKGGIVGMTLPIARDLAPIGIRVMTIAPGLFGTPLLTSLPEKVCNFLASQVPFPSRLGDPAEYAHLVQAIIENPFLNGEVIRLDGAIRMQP
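20 nM HADH2 + cpd, 15 min RT; add 1 mM NAD+/90 uM beta-hydroxybutyryl-CoA; kinetic fluorescence 360/450 nm, 4 min. Tris-HCl pH 9.0, 0.01% Tween-20.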
BRCT PPI green: qHTS Assay for Inhibitors of BRCT-Phosphoprotein Interaction (Green Fluorophore); BRCA1 BRCT-phosphopeptide binding, green fluorescence polarization; Breast cancer type 1 susceptibility protein (Homo sapiens), P38398; Potency, µM (series often up to 76.9 µM), without a hit: at the highest dose activity change, negative = inhibition, actives largely listed as inhibitors; hit rate 0.05% among 75,000;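 also: potency is read from the fitted curve at half-maximal effect; plate controls were peptide without protein for full effect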
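Compounds were incubated for 12 min at room temperature with a complex of 100 nM fluorescein-tagged pBACH1 decapeptide and 250 nM His-tagged BRCT protein. Buffer was phosphate pH 7.3 with EDTA, DTT and Tween 20. Disruption of binding lowers the polarization signal.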
* hit, by the source's call; i = inactive; ? = inconclusive; . = not tested or not shown; & = joins results of further samples; [ ] = dose if it differs, or a comment. Unless noted, calls follow the shape of the dose curve; as a rule, active = well fitted curve in the direction sought with a large enough effect; inconclusive = small, poorly fitted or top-dose-only effect, or another doubt; inactive = no such curve, though single readings can be large; an effect the other way counts as inactive or inconclusive. A portion of the library, so the mix of outcomes need not match the whole.

SMILES	15-hLO inh	BRCT inh red	DNA Pol III inh	Casp7 inh	Casp1 inh	HEK293 cAMP ctrl	USP2a inh	Rhodamine autofl	Tau fil binding	HADH2 inhib	BRCT PPI green
CCN(CC)S(=O)(=O)c1ccc(NC(=O)c2ccc(NS(C)(=O)=O)cc2)cc1	4%	0.3%	5%	1%	0%	?	15%	i	5%	-14%	2.4%
CCc1ccc(NC(=O)CSc2nc3ccccc3c(=O)n2CCN2CCOCC2)cc1	-7%	-1.6%	4%	-4%	2%	32µM*	57%[activator]	i	-8%	7%	3.5%
CCOC(=O)c1c(N)c(C#N)nn1-c1ccccc1C(=O)OC	-1%	0.9%	2%	1%	-1%	6%	1%	i	-10%	-11%	-2.4%
COC(=O)[C@@]1(Cc2ccc(F)cc2)[C@H]2c3cc(C(=O)N(C)C)n(CCc4ccccn4)c3C[C@H]2CN1C(=O)c1ccccc1	.	-1.2%	-6%	-3%	-1%	?	.	.	8%	1%	-0.2%
CCS(=O)(=O)NCCc1csc(C)n1	-3%	-0.4%	-7%	4%	1%	-1%	-1%	i	-3%	4%	-1.0%
CCC(c1nnc(SCC(=O)N2CC3(C)CC2CC(C)(C)C3)o1)N(C)C (stereo not drawn)	10%	1.7%	-6%	1%	0%	15%	8%	i	-8%	-6%	-1.8%
FC(F)(F)c1ccccc1-c1ccc2ncnc(NC3CC3)c2c1	0%	-1.6%	-5%	-8%	-4%	32µM*	115%[activator]	i	2%	8%	0.9%
O=C(COc1ncnc2sccc12)N1CCN(S(=O)(=O)c2ccc(Cl)cc2)CC1	7%	0.9%	-5%	0%	0%	-1%	30%[activator]	i	4%	14%	2.0%
O=C(NCCc1cn2ccccc2n1)C1CCCCC1	-3%	0.9%	2%	-2%	-4%	?	.	.	1%	52%[activator]	0.8%
O=C(Nc1ccc2c(c1)OCO2)C(c1ccc(Cl)cc1)N1CCC2(CC1)OCCO2 (stereo not drawn)	-8%	-3.6%	2%	-3%	-1%	19%	14%	i	-2%	-5%	-4.7%
O=C(Nc1ccc(NC(=O)C2CC2)nc1)c1cccnc1	-3%	-6.7%	-2%	-1%	4%	-9%	-8%	i	15%	1%	-2.5%
COc1ccc2[nH]c(=O)c(CN(CCCN(C)C)C(=O)Nc3ccc(F)cc3)cc2c1	-3%	0.3%	-9%	-1%	4%	11%	12%	i	23%	-22%	-1.4%
COc1ccc(-c2nc(=S)[nH][nH]2)cc1	-25%	0.6%	0%	0%	-2%	-18%	-2%	.	11%	-16%	1.0%
Nc1ncnc2nc(Cl)[nH]c12	-3%	-1.0%	.	-1%	-1%	.	7%	.	.	.	0.9%
COc1ccc(OC)c(C(=O)CSc2nc3c(c(=O)n(C)c(=O)n3C)n2C(C)C)c1	8%	-0.5%	?	-1%	-1%	9%	0%	i	-1%	-8%	-1.1%
COCC(=O)N1CCC2(CCCN(C(=O)Nc3ccc(OC)cc3)C2)CC1	6%	-1.2%	-4%	0%	-1%	7%	-2%	i	8%	3%	-1.3%
CCc1c(C)nc2ncnn2c1N1CCCC(C(=O)NCCc2ccccc2)C1 (stereo not drawn)	3%	0.3%	-5%	5%	-2%	22%	.	i	1%	-8%	-0.9%
O=S(=O)(c1ccccc1)c1nc(-c2ccccc2)oc1NCc1cccnc1	-5%	1.5%	41%	6%	0%	10%	17%	i	40%	11%	-1.7%
CC(=O)Nc1cccc(N)c1	-8%	-1.8%	5%	1%	-2%	-2%	.	.	-2%	0%	-0.5%
CCOC(=O)N1CCN(C(=O)Cn2nc(-c3ccc(Cl)cc3)ccc2=O)CC1	2%	0.9%	-1%	-1%	0%	0%	12%	i	8%	2%	0.1%
CCC1CCc2c(sc(NC(=O)c3ccoc3C)c2C(N)=O)C1 (stereo not drawn)	-16%	-2.1%	-6%	-4%	-17%	-11%	33%[activator]	i	i	32µM*	-1.5%
CCOc1ccc(CCNC(=O)CCc2nc(-c3ccc(OC)cc3)no2)cc1OCC	2%	0.0%	4%	-2%	1%	19%	24%	i	-7%	22%	-2.0%
O=C(c1ccc(COc2ccc(Cl)cc2)o1)N1CCN(Cc2ccc3c(c2)OCO3)CC1	-20%	1.0%	7%	-3%	-3%	?	18%	i	76%	2%	-2.9%
Cc1cccc(-c2cc3nc4c(c(N5CCOCC5)n3n2)CCCC4)c1	-10%	-0.2%	2%	-3%	-3%	?	-25%	i	33%	-2%	-2.9%
C[C@@H]1CC2(OC[C@]3(C)O[C@H]23)O[C@H]2C[C@@]3(C)[C@@H]4CC[C@H]5C(C)(C)C(O[C@@H]6OC[C@@H](O)[C@H](O)[C@H]6O)CC[C@@]56C[C@@]46CC[C@]3(C)[C@@H]12 (stereo partly drawn)	8%	1.4%	0%	-12%	-4%	-11%	.	.	8%	-11%	1.9%
CCNC(=O)C1CN(S(=O)(=O)c2ccccc2)CCN1S(=O)(=O)c1ccccc1 (stereo not drawn)	-20%	0.6%	-5%	-1%	-2%	-4%	1%	i	-10%	-2%	-1.5%
CC(=O)C1=C(C)NC(SCC(=O)c2ccccc2)=C(C#N)C1CC(C)C (stereo not drawn)	4µM*	0.6%	-6%	-5%	-4%	3%	12%	i	22%	-4%	1.1%
Cc1ccc(CNC(=O)c2oc3ccc(S(=O)(=O)N4CCC5(CC4)OCCO5)cc3c2C)cc1	-7%	-0.5%	-2%	0%	-1%	10%	52%[activator]	i	54%	9%	2.0%
CC(NC(=O)Nc1ccc(F)cc1F)c1ccncc1 (stereo not drawn)	15%	0.0%	4%	0%	1%	3%	8%	i	-7%	?	-4.5%
COc1cc(C=O)c([N+](=O)[O-])cc1OC	?	0.3%	.	1%	-1%	-6%	.	.	.	?	-3.4%
CCOc1ccc(C2CC(c3ccccc3C)n3nc(N)nc3N2)cc1 (stereo not drawn)	1%	-0.5%	3%	0%	-1%	22%	.	.	-15%	6%	-4.1%
CCc1nc2ccccc2c(C(=O)OCC(=O)Nc2ccc(S(=O)(=O)N3CCOCC3)cc2)c1C	-10%	-0.2%	-5%	1%	0%	1%	51%[activator]	i	-14%	6%	0.2%
CO[C@H]1COC(=O)C/C=C\[C@H](C)[C@@H](NS(=O)(=O)c2ccc(C)cc2)COC(=O)C/C=C\[C@@H]1C	3%&0%[11.4 µM]	2.4%&-1.0%[15.4 µM]	.	-1%&6%[11.5 µM]	-2%&-3%[11.5 µM]	8%&-3%[11.4 µM]	.	.	.	23%&2%[11.4 µM]	1.4%&-0.2%[15.4 µM]
CCn1cnc2cc(NCc3ccncc3)ccc21	-12%	1.3%	-7%	0%	-1%	-4%	-11%	i	-8%	-1%	0.6%
CCS(=O)(=O)NCCc1cc2cc(C)c(C)cc2[nH]c1=O	-4%	-0.7%	-7%	-3%	-3%	0%	14%	i	14%	-15%	1.6%
Cc1n[nH]c(C)c1S(=O)(=O)N1CCN(C(=O)c2ccco2)CC1	8%	0.7%	-5%	-7%	0%	9%	3%	i	6%	4%	-0.5%

With a hit mark in HADH2 inhib, among the entries above:
Molecule	15-hLO inh	BRCT inh red	DNA Pol III inh	Casp7 inh	Casp1 inh	Rhodamine autofl	Tau fil binding	HADH2 inhib	BRCT PPI green
CCC1CCc2c(sc(NC(=O)c3ccoc3C)c2C(N)=O)C1 (stereo not drawn)	-16%	-2.1%	-6%	-4%	-17%	i	i	32µM*	-1.5%
